High-throughput results from PubChem.
Runt-CBFb FRET – Runt domain-CBFb interaction inhibition; Cerulean-Runt/Venus-CBFb FRET ratio 530/480, 1 h; Q01196+Q13951; actives 0.46% (n = 220,000); AID 1496; inhibition, % at 20 µM;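 active means inhibition over about 50% at 20 µM in the single-dose screen, limit read from the data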;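 further: 0% = DMSO wells and 100% = excess unlabeled CBFb competitor control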
Target sequence (Q01196 whole entry, looked up, the tested form may be a part): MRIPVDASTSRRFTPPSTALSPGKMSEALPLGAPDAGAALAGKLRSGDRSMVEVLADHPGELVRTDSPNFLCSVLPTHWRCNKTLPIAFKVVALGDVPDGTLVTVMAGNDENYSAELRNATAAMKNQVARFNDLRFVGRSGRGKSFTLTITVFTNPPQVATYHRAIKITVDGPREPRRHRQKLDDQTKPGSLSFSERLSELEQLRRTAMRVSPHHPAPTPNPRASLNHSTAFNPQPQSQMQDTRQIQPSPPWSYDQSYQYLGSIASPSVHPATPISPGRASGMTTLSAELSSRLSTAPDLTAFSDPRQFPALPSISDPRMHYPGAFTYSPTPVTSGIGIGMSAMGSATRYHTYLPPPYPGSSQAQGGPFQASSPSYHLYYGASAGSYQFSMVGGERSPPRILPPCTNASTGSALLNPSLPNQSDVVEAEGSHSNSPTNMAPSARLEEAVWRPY
Target sequence (Q13951 whole entry, looked up, the tested form may be a part): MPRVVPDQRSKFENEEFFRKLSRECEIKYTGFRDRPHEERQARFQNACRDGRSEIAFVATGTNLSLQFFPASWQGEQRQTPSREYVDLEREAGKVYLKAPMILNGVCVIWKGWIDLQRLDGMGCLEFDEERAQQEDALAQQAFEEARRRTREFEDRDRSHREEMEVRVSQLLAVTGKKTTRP
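Assay system: Cerulean-Runt domain fusion protein, energy donor; Signal: fluorescence energy transfer, 422 nm excitation, 530/480 nm emission; Timing: 1 h compound exposure, room temperature; Control set: unlabeled CBFb; Medium: Tris buffer pH 7.5 with salts and BSA; Compound: single test concentration of 20 µM, 1% DMSO final; Probe or stimulus: Venus-CBFb 100 nM.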
S1P4 antag – human S1P4 receptor antagonism; O95977; S1P4-expressing cells, antagonist mode, reporter read-out; inhibition, % at 4.98 µM; actives 0.26% (n = 220,000); AID 1510; in the data active means inhibition above about 29%;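 further: 0% = wells stimulated with agonist and 100% = vehicle wells without agonist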
NPY2 pot ag – potentiators or agonists of human neuropeptide Y receptor Y2; actives 0.45% (n = 220,000); cells expressing NPY-Y2, potentiator/agonist read-out; activation, % at 3.6 µM; AID 1359; P49146; in the data active means activation above about 27%;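 further: cells stimulated with NPY near EC25 plus isoproterenol at EC100; 0% = vehicle plus submaximal agonist and 100% = vehicle plus saturating agonist; some results beyond the cut were filed as inactive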
Target sequence (P49146 whole entry, looked up): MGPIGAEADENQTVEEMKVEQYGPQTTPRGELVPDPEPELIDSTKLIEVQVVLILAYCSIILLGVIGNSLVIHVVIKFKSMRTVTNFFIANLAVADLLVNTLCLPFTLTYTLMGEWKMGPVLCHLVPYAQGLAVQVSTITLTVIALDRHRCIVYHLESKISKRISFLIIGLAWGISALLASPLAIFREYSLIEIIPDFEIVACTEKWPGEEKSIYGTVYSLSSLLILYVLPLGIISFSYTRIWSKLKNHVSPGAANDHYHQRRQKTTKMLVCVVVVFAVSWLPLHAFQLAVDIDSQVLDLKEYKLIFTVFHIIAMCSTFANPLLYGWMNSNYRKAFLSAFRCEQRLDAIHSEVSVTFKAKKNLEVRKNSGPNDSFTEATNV
RBBP9 inh – inhibitors of human serine hydrolase RBBP9; recombinant RBBP9, FP-Rh probe fluorescence polarization; inhibition, % at 7.94 µM; actives 0.2% (n = 220,000); AID 1515;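 active means inhibition above the campaign mean of all tested compounds plus 3 SD, cut at about 14% in these data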;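 further: plate controls were DMSO wells with RBBP9 for no effect and wells lacking RBBP9 protein for full effect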
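Assay system: recombinant human RBBP9; Reagent: Serine-hydrolase probe FP-Rh, 375 nM pre-mixing; Doses: 7.94 µM single dose, 0.794% DMSO; Incubation: 30 min then 45 min, 25 °C; Detection: fluorescence polarization (mP), excitation 525 nm, emission 598 nm; Evaluation: percent inhibition from mP, scaled between DMSO and no-protein wells.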
NPY Y1 blocker – antagonists of human neuropeptide Y receptor Y1. P25929. HEK293-CNG Y1 cells, membrane potential fluorescence; NPY at EC95, then isoproterenol. inhibition, % at 3.6 µM. actives 1% (n = 200,000);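 active means inhibition above the campaign mean inhibition of all tested compounds plus 3 SD, cut at about 20% in these data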;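 further: 0% = DMSO wells given NPY plus isoproterenol and 100% = isoproterenol alone without NPY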
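Assay system: HEK293 cells with Y1 receptor plus CNG channel | Probe or stimulus: NPY (25 nM), isoproterenol (1 µM), Ro 20-1724 (25 µM) | Timing: Compound incubation 1 h at room temperature, readout 45 min post-stimulation | Measured by: Membrane-potential fluorescent dye readout | Benchmarks: High control isoproterenol alone, low control NPY with isoproterenol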
S1P4 agonist – human S1P4 receptor agonism. O95977. S1P4-expressing cell line, agonist reporter assay. activation, % at 4.98 µM. actives 0.35% (n = 220,000). AID 1509; in the data active means activation above about 11%;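 further: 0% = DMSO vehicle and 100% = reference agonist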
Ba/F3 V617F tox – lowers viability of Ba/F3 cells expressing EpoR and JAK2V617F; ATP luminescence; inhibition, % at 5.6 µM; actives 1.1% (n = 220,000); AID 1446;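 active means inhibition above the campaign mean plus 3 SD over all tested compounds, cut at about 24% in these data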;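 further: cytokine-independent growth of Ba/F3 cells driven by EpoR plus mutant JAK2; 0% = DMSO-treated cells and 100% = JAK inhibitor I control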
BaF3 tox – parental Ba/F3 viability inhibition as JAK2V617F counter-screen; actives 1.1% (n = 220,000); inhibition, % at 5.6 µM; CellTiter-Glo ATP luminescence; AID 1486;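 active means inhibition above a per-campaign cutoff, the mean inhibition of all tested compounds plus 3 SD, cut at about 27% in these data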;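 further: 0% = DMSO wells and 100% = JAK Inhibitor I control wells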
NPY-Y1 PAM-ag – potentiates or activates human NPY-Y1 receptor | actives 0.37% (n = 220,000) | NPY-Y1 expressing cells, potentiator/agonist activation | P25929 | AID 1304 | activation, % at 3.6 µM; in the data active means activation above about 33%, passing the limit was not always enough;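 further: cells stimulated with NPY at EC10 then isoproterenol at EC100; 0% = low agonist plus stimulus and 100% = saturating agonist plus stimulus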
* hit, by the source's call; x = no result given.

SMILES | Runt-CBFb FRET | S1P4 antag | NPY2 pot ag | RBBP9 inh | NPY Y1 blocker | S1P4 agonist | Ba/F3 V617F tox | BaF3 tox | NPY-Y1 PAM-ag
COc1cc([N+](=O)[O-])ccc1-c1ccc(/C=N/NC(=O)c2ccccc2O)o1 | -18 | -4 | -8 | -7 | x | 0.6 | 0 | 2 | 12
CCCCN(c1ccccc1)c1ncnc(N)c1[N+](=O)[O-] | -2 | -20 | 8 | -5 | 0 | 0.8 | 0 | -1 | 12
COc1ccc(C(=O)CSc2n[nH]c(=O)[nH]c2=O)cc1 | 3 | -12 | -14 | -7 | -2 | -0.8 | 5 | 9 | -22
COc1ccc(C(=O)N2CCOC2CNC(=O)C(=O)NCc2ccco2)cc1 (centres undefined) | -1 | -5 | 11 | 3 | -8 | 1.5 | 0 | 8 | -1
O=C1COc2ccc(-c3csc(=Nc4ccc(OC(F)F)cc4)n3CC3CCCO3)cc2N1 (centres undefined) | -1 | -1 | 17 | -4 | -4 | -0.2 | 2 | 2 | 4
Cn1nccc1C(=O)Nc1ccc2c(c1)OCCO2 | 3 | -27 | -4 | 3 | -3 | 1.4 | 3 | 0 | -1
N#Cc1c(-c2ccccc2)c(-c2ccccc2)nn(CC(=O)NNC(=O)Nc2ccc(Cl)cc2)c1=O | 1 | 10 | 39* | -2 | x | -0.6 | -7 | 2 | 51*
NC(=O)N(CCC(=O)O)c1ccccc1 | 0 | 7 | 3 | -2 | 5 | 2.5 | -1 | 4 | -30
O=C(Nc1nc2ccc(Oc3ccccc3)cc2s1)c1cc([N+](=O)[O-])ccc1N1CCOCC1 | 0 | -20 | -4 | -12 | 0 | 0.4 | 2 | 0 | -13
COc1ccccc1C(=O)NCC1(c2ccccc2)CCCC1 | -2 | 0 | 2 | -10 | 5 | 0.8 | -1 | 4 | 29
COc1ccc(NC(=O)CSc2ncnc3[nH]ncc23)cc1 | 2 | 14 | -1 | -8 | x | -1.2 | 0 | -3 | -6
O=C(Nc1nnc(-c2ccc(F)cc2)o1)c1cc(Cl)sc1Cl | 1 | -4 | 4 | 0 | 0 | 0.8 | -2 | -1 | 7
Cc1ccc(-n2c3nc(=O)[nH]c(=O)c-3cc3c(C)nn(-c4ccccc4)c32)c(C)c1 | 12 | -28 | -5 | 3 | 2 | 0.7 | 1 | 7 | 6
Cc1ccccc1C(=O)Oc1ccc(Br)cc1C(=S)N1CCCC1 | -2 | -18 | -7 | 3 | 7 | -1.0 | -1 | 5 | -23
C=CCSc1nc(N)c(C#N)c(-c2ccccc2)c1C#N | -4 | -15 | 9 | -9 | 1 | -0.7 | 1 | 7 | -27
CCCCc1ccc(/C=C(\C#N)C(N)=S)s1 | 0 | 4 | 16 | 0 | 4 | 0.3 | -2 | -1 | 8
Cc1ccc(S(=O)(=O)n2ccc(OC(=O)c3cccs3)n2)cc1 | -1 | 11 | -12 | -7 | -4 | 1.0 | 4 | -3 | -3
Cc1cccc(N2CCN(C3=NC(=O)C(=C4CCCCC4)S3)CC2)c1 | -2 | 7 | -19 | -7 | 1 | -0.1 | 5 | 5 | -16
CC(C)(C)c1ccc(OCCNC(=O)c2ncn[nH]2)cc1 | 1 | -7 | -10 | -9 | 2 | -2.6 | 0 | 5 | 0
CCn1cc(C(=O)NC2CCC(C)CC2)c(=O)c2cc(S(=O)(=O)N3CCCCC3)ccc21 (centres undefined) | -6 | -2 | 2 | -11 | -2 | 0.5 | 1 | 1 | -2
CCOC(=O)Nc1ccc2c(c1)Nc1ccccc1S2 | 1 | -5 | 3 | -5 | -4 | -0.5 | -3 | 3 | -1
CCN(CC)C(=O)CNC(=S)N(CCCN1CCOCC1)Cc1cccs1 | 3 | -5 | 2 | 1 | 6 | -2.1 | -7 | 0 | 4
CC(Cc1ccccc1)(NC(=O)CN)c1ccccc1 (centres undefined) | 1 | 3 | -6 | 0 | 3 | 0.8 | 2 | -7 | 2
O=C(NCc1ccco1)C1CCCCC1 | 1 | -13 | 11 | -8 | 3 | 1.0 | -3 | -1 | 10
COc1cccc(C2SCC(=O)N2c2cccc(C)c2)c1OC (centres undefined) | 1 | -4 | 6 | 0 | -1 | 1.3 | 0 | 7 | 5

Two entries from above, reformatted:
molecule	Runt-CBFb FRET	S1P4 antag	NPY2 pot ag	RBBP9 inh	NPY Y1 blocker	S1P4 agonist	Ba/F3 V617F tox	BaF3 tox	NPY-Y1 PAM-ag
COc1ccc(C(=O)CSc2n[nH]c(=O)[nH]c2=O)cc1	3	-12	-14	-7	-2	-0.8	5	9	-22
CCCCN(c1ccccc1)c1ncnc(N)c1[N+](=O)[O-]	-2	-20	8	-5	0	0.8	0	-1	12

Next records:
SMILES | Runt-CBFb FRET | S1P4 antag | NPY2 pot ag | RBBP9 inh | NPY Y1 blocker | S1P4 agonist | Ba/F3 V617F tox | BaF3 tox | NPY-Y1 PAM-ag
CCC(=O)N1CCN(c2ccc(Cl)cc2NC(=O)c2cccc([N+](=O)[O-])c2)CC1 | -1 | -11 | 2 | -8 | 8 | 1.7 | -1 | 1 | 2
O=S(=O)(c1ccccc1)N1CCN(CC(O)COc2ccc3c(c2)CCC3)CC1 (centres undefined) | -2 | 4 | -10 | -5 | 4 | 1.0 | 1 | 6 | -28
COc1cc(NC(=S)NNC(=O)C(C)(C)O)cc(OC)c1 | 0 | -9 | 6 | 3 | -1 | 3.1 | -3 | 3 | -14
Cc1nc2nc(NCc3cccs3)nn2c(C)c1Cl | 0 | -6 | -5 | 1 | 8 | -0.1 | -1 | 4 | 1
Cc1ccc(C)c(S(=O)(=O)C(C#N)c2nc3ccccc3nc2N2CCCC2)c1 (centres undefined) | -1 | -16 | 4 | 3 | -5 | -0.2 | 5 | 7 | 4
NC(=O)c1c(NC(=O)COC(=O)c2ccc(S(=O)(=O)Nc3ccccc3)cc2)sc2c1CCCC2 | -5 | -2 | 4 | -1 | 3 | 2.6 | 2 | 5 | 2
CCCC(=O)NCn1nnc(-c2ccc(Cl)cc2)n1 | -1 | -6 | -1 | -1 | 0 | 0.8 | 0 | 9 | -6
CC1=C(C)CC(C(=O)NCc2ccccn2)C(C(=O)O)C1 (centres undefined) | -3 | 10 | 13 | -6 | x | 0.1 | 1 | 0 | 14
CCOC(=O)/C=c1\s/c(=C\c2ccc3c(c2)OCCO3)c(=O)n1CC(=O)NCC1CCCO1 (centres undefined) | -76 | -13 | -13 | -7 | 1 | 0.6 | -3 | -1 | 11
CN(CCc1nc2ccccc2[nH]1)Cc1nc(CC2CC2)no1 | -2 | -24 | 12 | -8 | -6 | 2.0 | -1 | 2 | 3
COc1ccc(N2CCN(CC(=O)c3c(C)n(C)c4ccc(OC)cc34)CC2)cc1 | -2 | -9 | 0 | -1 | x | 0.4 | -4 | -4 | 1
C=C(C)Cc1c(C)c(C#N)c2nc3ccccc3n2c1N1CCCCC1 | 14 | -9 | 1 | 5 | 0 | -2.7 | -2 | 2 | 6
C=CCn1c(-c2ccc(Cl)cc2)cnc1SC(C)C(N)=O (centres undefined) | -2 | 0 | 6 | 1 | 3 | 0.1 | -2 | 10 | 0
CCC(=O)Nc1ccc(N2CCCCC2)cc1 | 4 | -8 | 0 | -5 | 2 | 1.1 | -2 | 4 | -1
O=C(CCc1c[nH]c2ccccc12)N/N=C/c1ccc2c(c1)OCO2 | 1 | -1 | -13 | 1 | 7 | 0.0 | -3 | 2 | -26
COC(=O)c1cn(NC(=O)Cc2ccc(Cl)c(Cl)c2)c(=O)c2ccccc12 | 1 | -7 | 9 | 5 | 11 | 2.6 | -2 | 5 | -3
CCOC(=O)Cn1cc(C(=O)C(C)(C)C)c2ccccc21 | -3 | -2 | 0 | -8 | 11 | 1.5 | 1 | 4 | 6
CCOC(=O)CN(C(=O)CSc1nnc(CNc2ccc(F)cc2)o1)c1ccccc1 | 0 | -8 | 10 | -8 | 1 | 1.0 | 5 | 4 | -13
CCOc1ccc(NC(=O)CC2SC(=O)N(c3ccccc3)C2=O)cc1 (centres undefined) | 12 | 3 | 7 | -6 | 0 | 0.8 | -2 | 9 | 10
CS(=O)(=O)N(CC(=O)Nc1ccc(S(=O)(=O)N2CCCC2)cc1)c1ccccc1 | 0 | 13 | -1 | 0 | 6 | -2.1 | 0 | 5 | 7
COc1cc(C(=O)Nc2cc(-c3cn4cccnc4n3)ccc2C)cc(OC)c1OC | -1 | -9 | -2 | -12 | 0 | -0.8 | 0 | 7 | -10
COc1cccc(NC(=O)CSc2nnc(Cn3cnc([N+](=O)[O-])n3)n2C)c1 | 0 | -10 | 14 | -5 | 6 | -1.0 | -2 | 6 | -18
CNc1ncc(C(=O)c2ccc(Cl)cc2)s1 | -1 | -1 | -4 | -10 | 7 | -0.9 | -3 | 6 | 20
C=CCc1cccc(C2Nc3ccccc3C(=O)N2O)c1O (centres undefined) | 3 | -10 | -32 | -1 | 1 | 1.5 | 5 | 6 | 14
O=S1(=O)C=C(Oc2ccc(F)cc2)c2ccccc21 | 0 | -4 | 3 | -1 | -2 | 3.2 | 1 | 1 | 0
(more compounds)
SMILES | Runt-CBFb FRET | S1P4 antag | NPY2 pot ag | RBBP9 inh | NPY Y1 blocker | S1P4 agonist | Ba/F3 V617F tox | BaF3 tox | NPY-Y1 PAM-ag
O=C(Nc1ccc(N2CCN(C(=O)c3ccco3)CC2)cc1)c1ccc2c(c1)OCO2 | -2 | -25 | 2 | -5 | -2 | -1.0 | 5 | 6 | 12
CC(N=c1ccccn1C(=O)Nc1ccc(F)cc1)c1ccco1 (centres undefined) | 1 | -5 | -4 | -7 | 0 | 1.6 | -2 | 6 | 4
Cc1c(NC(=S)Nc2cccc(Cl)c2)c(=O)n(-c2ccccc2)n1C | 5 | 1 | -1 | -9 | 4 | 1.1 | 4 | 1 | -12
CC(=O)Nc1ccccc1C(=O)C(=O)Nc1ccc(Cl)cc1 | -2 | -6 | 13 | -4 | 1 | -1.5 | -1 | 11 | 8
Cc1cccc(-n2nc(C(=O)Nc3ccccc3)n3c(=O)cc(-c4ccccc4)nc23)c1 | 0 | -18 | 1 | 1 | 3 | -5.6 | 0 | 2 | -21
CCSC1=C(C#N)C2(CCCCC2)C(C#N)C(=O)N1 (centres undefined) | -4 | -1 | 10 | -10 | 3 | 0.8 | -1 | 0 | 4
CC1CCN(c2ncnc3ccccc23)CC1 | 0 | -30 | -6 | 0 | -6 | 3.3 | -4 | 3 | 40*
CNC(=S)SCCOc1ccc(C)cc1 | 0 | -2 | 10 | 5 | 4 | 0.2 | -1 | 2 | 19
COc1ccc2cc3c(N)nn(C(=O)c4ccc(F)cc4)c3nc2c1 | -1 | -13 | -5 | -5 | x | -0.4 | -10 | -1 | -2
Cc1nonc1OCCNC(=O)C12CC3CC(CC(C3)C1)C2 | -1 | -14 | 10 | 3 | -2 | 2.2 | -2 | 7 | 1
CCCCNC(=O)C1CCN(Cc2ccccn2)CC1 | -1 | -3 | 3 | -2 | 1 | -4.1 | -4 | 1 | 7
